Dynein cargo inh – inhibitors of GR-EGFP nuclear translocation, primary screen, dynein cargo transport inhibitor project, imaging, high-content, 3617.4 mouse cells; test concentration mostly 20 µM; stimulated with dexamethasone, 1 µM; hits give low values; z-score, hits read low; 220,000 tested, 0.47% active;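 active means plate z-score of nuclear minus cytoplasmic receptor signal below a set negative limit, without overly bright fluorescence or cell loss, cut at about -3.5 in these data, passing the limit was not always enough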;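 further: z-score of nuclear minus cytoplasmic ring GR-EGFP intensity difference per well; some compounds called inactive have numbers as strong as hits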
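Also added: dexamethasone, 1.0 µM final. Medium: tet-free, stripped-serum medium. Detection: fixed, Hoechst-stained cells imaged at 10x for EGFP. Read-out: nuclear-to-cytoplasmic GR-EGFP distribution per well. Times: induction 48 h, compound 1 h, agonist 30 min.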
MT stabilizer – microtubule stabilizers in HeLa cells, primary screen, imaging, high-content imaging | 200,000 tested, 0.83% active | % tubulin-high responders, % at 10 µM | HeLa tubulin immunostaining HCS, 24 h; share of cells brighter than vehicle mean+2SD;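 active means plate Z-score above 3 for both tubulin-high and condensed-nucleus cell shares, with cell loss under 80%, at 10 µM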;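 further: anti alpha tubulin signal scored within the nucleus-defined area of each cell; some results filed as inactive read as strong as hits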
Ins promoter up – insulin promoter activators in MIN6 cells, imaging, high-content screening, mouse beta cells; MIN6 insulin promoter-GFP reporter; hits give high values; z-score at 5 µM; 190,000 tested, 0.3% active; AID 1625, 2009;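 active means z-score above 3 at 5 µM with at least 500 cells counted in the well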
b-catenin transl – modulators of beta-catenin nuclear translocation, primary screen, imaging, HeLa cells, immunofluorescence, high-content; AID 1665, 2009; 190,000 tested, 0.3% active; nuclear translocation activity, % at 5 µM;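 active means nuclear translocation activity above 50% at 5 µM, with a well cell count of 50 or more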;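 further: per-cell ratio of nuclear to cytoplasmic median beta-catenin stain intensity; plate controls were DMSO negative control for no effect and GSK-3 inhibitor IX positive control for full effect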
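Test system: human HeLa cells, endogenous beta-catenin. Times: 24 h compound exposure, 37°C. Measured by: beta-catenin immunofluorescence imaging with DAPI.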
WT yeast gro inh – growth inhibition of WT strain, primary screen, mitochondrial fusion inhibitor project, WT and mutant strains, chemical genetic | mitochondrial fusion phenotypic screen | inhibition, % at 10 µM | 190,000 tested, 2.1% active; in the data active means inhibition above about 58%; tested in S. cerevisiae
XIAP displacement – XIAP antagonists, biochemical, IAP family, fluorescence polarization (AID 1018). E3 ubiquitin-protein ligase XIAP (Homo sapiens). XIAP BIR domain, fluorescence polarization peptide displacement; higher % means a stronger effect. displacement, % at 20 µM, or IC50 in µM where a hit was titrated. 200,000 tested, 0.007% active; in the data active means displacement above about 50%; further: a part of the inactive calls stands beside numbers as strong as those of hits
Autophagy HCS – autophagy modulators in MEF cells, primary screen, imaging, high-content, MEF GFP-LC3; MEF GFP-LC3 puncta imaging; test concentration mostly 10 µM; calls only at 10 µM (by protocol); 190,000 tested, 0.98% active; AID 463193, 2010;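 active means percentage of spot-positive cells more than 3 SD above its plate mean, without a fluorescence outlier flag or 80% toxicity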;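 further: spot-positive cell cutoff set from DMSO-treated cells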
CSM14.1 death rescue – rescue of cells from ER stress-induced death, primary screen, 384-well, CSM14.1, thapsigargin, ATP luminescence (AID 1222); cellular ATP content (survival), % at 20 µM, or EC50 in µM where a hit was titrated; CSM14.1 thapsigargin-induced death rescue, ATP luminescence; higher % means a stronger effect; 190,000 tested, under 10 active;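 active means EC50 below 50 µM in the dose-response confirmation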;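 further: death triggered by thapsigargin at about 15 µM added after 2 h compound pretreatment; cell ATP read after overnight thapsigargin exposure of roughly 18 to 22 hours; normalized against plate controls of thapsigargin alone and 5% DMSO vehicle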
Lipid droplet – inhibitors of hepatocyte lipid droplet formation, primary screen, imaging, high-throughput imaging, BODIPY stain; inhibition, % at 6.5 µM; AML12 mouse hepatocytes, oleate lipid droplets; AID 1656, 2009; 240,000 tested, 0.4% active;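 active means lipid droplet intensity inhibited by at least 50%, with more than 500 cells counted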
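Assay system: AML12 mouse liver cells | Compound dosing: One dose, 6.5 µM compound | Read-out basis: Droplet intensity reduction, % inhibition | Measured by: Fluorescence imaging, 20x objective, two fields per well | Schedule: Overnight treatment with compound plus oleate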
WT yeast gro inh mutant strain – also measured in WT yeast gro inh; calls as there; inhibition, %; mitochondrial fusion phenotypic screen, mutant strain inhibition
Dynein cargo inh cytoplasmic EGFP – recorded beside Dynein cargo inh, whose call it bears; z-score; measured here: cytoplasmic GR-EGFP intensity; hits give high values
Dynein cargo inh nuclear GR-EGFP – also measured in Dynein cargo inh; calls as there; z-score; measured here: nuclear GR-EGFP intensity;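 lower value marks the stronger effect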
Dynein cargo inh cell count – also measured in Dynein cargo inh; calls as there; z-score; measured here: cell count per field
Ins promoter up cell count – second read-out of Ins promoter up, no call of its own (marks repeat the call); cell count; measured here: cytotoxicity, nuclei count;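 total cells summed across four imaged fields per well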
Lipid droplet cells 6.5 µM – further read-out of Lipid droplet, marked with its call; cell count; measured here: cell count, cytotoxicity flag;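 cells counted across two imaged fields per well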
b-catenin transl cell count 5 µM – also measured in b-catenin transl; calls as there; cell count; measured here: cell count, cytotoxicity flag
MT stabilizer Hoechst-high % – recorded beside MT stabilizer, whose call it bears; % Hoechst-high responders; measured here: nuclear condensation Hoechst responders;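 share of cells brighter than vehicle mean plus two SD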
MT stabilizer cytotoxicity % – also measured in MT stabilizer; calls as there; toxicity, %; measured here: cytotoxicity by cell density;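 0% = mean cell density of plate MIN control wells and 100% = no cells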
Autophagy HCS cell loss 18 h – recorded beside Autophagy HCS, whose call it bears; toxicity, %; measured here: cell loss, nuclei count;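 cell loss after 18 h compound exposure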
* hit, by the source's call; i = inactive; nt = not tested or not shown.

A first look (2 entries):
Structure	Dynein cargo inh	Dynein cargo inh cytoplasmic EGFP	Dynein cargo inh nuclear GR-EGFP	Dynein cargo inh cell count	MT stabilizer	MT stabilizer Hoechst-high %	MT stabilizer cytotoxicity %	Ins promoter up	Ins promoter up cell count	b-catenin transl	b-catenin transl cell count 5 µM	WT yeast gro inh	WT yeast gro inh mutant strain	XIAP displacement	Autophagy HCS	Autophagy HCS cell loss 18 h	CSM14.1 death rescue	Lipid droplet	Lipid droplet cells 6.5 µM
CCCc1nnc(SCC(=O)O)n1/N=C/c1ccc2c(c1)OCO2	2.5	-0.2	1.2	-1.3	3.9	3.8	8.9	1.8	1516	-0.3	1408	4	3	-3.4%	i	-4	-2.1%	nt	nt
CC1CCC(N2CC(=O)N(Cc3ccc4c(c3)OCO4)C(c3ccc(F)cc3)C2=O)CC1 (stereo not drawn)	-0.35	-0.28	0.0067	0.059	1.0	1.4	8.2	nt	nt	nt	nt	nt	nt	-2.2%	i	1	1.3%	-4	748

The listing (from the top)
Structure	Dynein cargo inh	Dynein cargo inh cytoplasmic EGFP	Dynein cargo inh nuclear GR-EGFP	Dynein cargo inh cell count	MT stabilizer	MT stabilizer Hoechst-high %	MT stabilizer cytotoxicity %	Ins promoter up	Ins promoter up cell count	b-catenin transl	b-catenin transl cell count 5 µM	WT yeast gro inh	WT yeast gro inh mutant strain	XIAP displacement	Autophagy HCS	Autophagy HCS cell loss 18 h	CSM14.1 death rescue	Lipid droplet	Lipid droplet cells 6.5 µM
CCCc1nnc(SCC(=O)O)n1/N=C/c1ccc2c(c1)OCO2	2.5	-0.2	1.2	-1.3	3.9	3.8	8.9	1.8	1516	-0.3	1408	4	3	-3.4%	i	-4	-2.1%	nt	nt
CC1CCC(N2CC(=O)N(Cc3ccc4c(c3)OCO4)C(c3ccc(F)cc3)C2=O)CC1 (stereo not drawn)	-0.35	-0.28	0.0067	0.059	1.0	1.4	8.2	nt	nt	nt	nt	nt	nt	-2.2%	i	1	1.3%	-4	748
Cc1sc2nc(CN3CCN(c4ccc(O)cc4)CC3)[nH]c(=O)c2c1C	0.69	-0.59	0.31	-0.63	nt	nt	nt	0.06	1005	-0.2	1240	nt	nt	nt	nt	nt	nt	-1	655
Cc1c(C(=O)Nc2ccc(F)c(F)c2)oc2ccc(S(=O)(=O)N3CCCCC3)cc12	-0.21	-0.082	-0.26	0.38	1.3	1.2	17	-0.6	890	-2.2	1136	22	18	-25%	i	3	-1.7%	-47	811
OC(CCCCN1CCCCC1)c1ccccc1 (stereo not drawn)	-0.49	-0.21	-0.34	0.62	1.4	1.9	6.6	-0.11	1142	-3.4	1241	2	15	1.2%	i	-2	0.7%	nt	nt
CC(C)(C)c1ccc(-c2n[nH]c(=S)n2C2CCCC2)cc1	0.18	-0.33	0.14	0.62	0.9	1.3	12	0.2	901	nt	nt	72*	50*	-4.1%	i	-5	-0.6%	7	731
Cn1c(N)c(C(=O)/C=C/c2ccccc2)c(=O)[nH]c1=O	-0.93	-0.24	-0.5	0.29	nt	nt	nt	-0.15	1317	0.1	1142	nt	nt	nt	nt	nt	nt	-8	691
Cc1ccc(S(=O)(=O)N2CCCC(C(=O)N(Cc3cccs3)C3CC3)C2)cc1 (stereo not drawn)	0.077	-0.11	0.43	-0.048	2.5	3.9	6.2	-1.1	1048	-4.0	870	28	19	-0.2%	i	2	4.3%	nt	nt
Clc1nc(CN2CCOCC2)nc2sc3c(c12)CCC3	-0.57	-0.23	0.084	0.89	3.2	3.9	4.8	-0.38	1237	-1.9	1158	7	7	-4.3%	i	7	0.2%	5	614
CCOC(=O)C1CCCN(c2c(C(=O)c3ccccc3)cnc3ccccc23)C1 (stereo not drawn)	-0.099	-0.3	-0.017	0.37	3.0	2.0	5.4	-0.16	1092	-0.7	1062	59*	-2.1*	-5.7%	i	7	1.0%	-40	791
O=c1c2cc3c(nc2[nH]c(=S)n1-c1ccccc1)CCCC3	0.41	-0.27	0.88	-0.91	nt	nt	nt	-1.1	1094	0.3	1359	nt	nt	nt	nt	nt	nt	-4	679
c1cnc(Nc2nc(-c3ccc4ccccc4c3)cs2)nc1	0.41	-0.2	0.93	0.11	3.2	2.3	8.0	0.51	1456	0.1	1403	0	-29	-5.2%	i	21	-2.3%	nt	nt
CC1=C(C(=O)Nc2cccc([N+](=O)[O-])c2)C2(CCC(C)CC2)OC1=O (stereo not drawn)	-0.85	-0.3	-0.55	1	2.2	2.2	4.3	-0.21	1110	-0.3	998	-14	-21	-6.4%	i	2	0.7%	22	759
Cc1ccc(CS(=O)(=O)CCC(=O)N2CCOCC2)cc1	0.77	-0.15	0.43	-1	2.8	2.0	3.7	nt	nt	nt	nt	1	12	-3.9%	i	14	-2.1%	nt	nt
CCO/N=C(/C)c1c(O)cc(C(C)(C)C)n(-c2ccccc2)c1=O	-0.6	-0.23	-0.15	0.94	1.2	1.9	3.2	0.1	1453	-0.6	957	-2	0	-5.0%	i	5	-4.4%	9	678
c1ccc(-n2ncc3c(N4CCC5(CC4)OCCO5)ncnc32)cc1	-0.61	-0.26	-0.31	0.57	1.6	1.2	10	0.41	912	-1.5	1085	-9	0	-3.3%	i	-5	-0.6%	-1	798
CS(=O)(=O)N1CC(C(=O)NC2CC2)Oc2ccc(Cl)cc21 (stereo not drawn)	-0.17	-0.21	-0.19	0.75	0.5	1.9	8.6	0.21	1533	-1.1	1442	6	-1	-2.2%	i	9	2.3%	nt	nt
COc1ccc(-c2cc(-c3ccccc3)nc(N3CCCC3)n2)cc1OC	0.2	-0.21	0.29	0.86	3.1	3.1	5.2	-0.76	901	-6.1	1109	-9	13	-7.5%	i	3	3.1%	21	707
COc1ccc(OCC(=O)NCCCN2CCOCC2)cc1	3.7	-0.23	2.2	-1.8	3.5	1.8	6.8	0.34	1381	-0.8	1208	-15	-10	-7.5%	i	11	-1.1%	17	697
O=C(NC(=S)Nn1cnc2c(cnn2-c2ccccc2)c1=O)c1ccccc1	-1.1	-0.28	-0.35	0.89	4.9	2.8	7.2	-0.07	1490	-1.9	1095	-2	-4	-7.6%	i	-17	-3.5%	20	561
COCCCNC(=S)N/N=C/c1ccc(OC)c(Br)c1	0.66	-0.19	0.75	-0.27	nt	nt	nt	-0.2	918	-0.5	1325	nt	nt	nt	nt	nt	nt	17	692
COC(=O)C1C(=O)C=C(N2CCOCC2)CC1(C)C (stereo not drawn)	0.23	-0.26	0.76	-0.21	3.4	2.0	3.6	0.26	1321	-2.5	730	6	0	-3.4%	i	-6	-0.2%	nt	nt
Cc1cc(NC(=O)CN2C(=O)c3ccccc3C2=O)no1	-0.81	-0.19	0.15	0.46	nt	nt	nt	-0.85	1025	-1.1	1304	nt	nt	nt	nt	nt	nt	-5	739
CC(=O)Nc1nn(C)c2nc(C)cc(C)c12	2.3	0.29	2.3	-2.5	4.6	2.4	3.1	-0.36	1613	-0.2	852	10	-7	-10%	i	15	-0.7%	-30	533
CCc1ccc(OCC(=O)N/N=C2\CC(=O)c3ccccc32)cc1	-0.25	-0.26	0.27	0.94	2.1	1.3	8.2	-0.64	934	-7.3	1213	46	34	-7.6%	i	9	-4.0%	-26	683
O=[N+]([O-])c1ccc(N2CCSCC2)cc1	2.2	-0.17	1.2	-1.5	2.7	1.7	2.5	0.09	1418	0.0	1078	3	-2	-0.3%	i	-8	0.3%	-76	737
COc1cc(/C=N/Nc2nn3cnnc3c3ccccc23)cc(OC)c1OC	-0.24	-0.1	0.31	-0.5	3.0	1.8	11	0.41	1373	-4.6	1017	-4	-1	-1.7%	i	9	-4.2%	nt	nt
O=C(NN=C1CCCC1)c1[nH]c2ccc(Br)cc2c1-c1ccccc1	0.95	-0.29	0.42	-0.62	nt	nt	nt	0.55	1355	2.0	1101	nt	nt	nt	nt	nt	nt	-20	698
COc1cc(/C=N/Nc2ccccn2)cc(OC)c1O	1.5	0.003	0.88	-0.98	7.7	4.6	2.0	-0.86	1086	2.2	1005	4	-17	-2.2%	i	-1	0.6%	11	675

Single values from the list:
In Ins promoter up, O=C(NC(=S)Nn1cnc2c(cnn2-c2ccccc2)c1=O)c1ccccc1 has -0.07
In Dynein cargo inh nuclear GR-EGFP, COc1ccc(-c2cc(-c3ccccc3)nc(N3CCCC3)n2)cc1OC has 0.29
